# SENP6 block: SENP6 protease inhibitors, primary screen, biochemical, luminescence, uHTS. Sentrin-specific protease 6 (Homo sapiens), Q9GZR1. Recombinant SENP6 catalytic domain, aminoluciferin luminescence. inhibition, % at 10 µM. actives 1.8% (n = 330,000). AID 2599, 2010;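 active = inhibition above about 50% at the single tested dose, limit read from the data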;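 note: plate controls were DMSO wells with enzyme for no effect and DMSO wells lacking enzyme for full effect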
# SENP1 inh: human SENP1 catalytic domain inhibitors, primary screen, biochemical, FRET, uHTS; AID 624204, 2012; inhibition, % at 10 µM; recombinant SENP1 catalytic domain, CyPet-SUMO1-YPet FRET cleavage; actives 0.21% (n = 360,000); Sentrin-specific protease 1 (Homo sapiens), Q9P0U3;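 active = inhibition at least 30% at 10 µM, raw YFP signal under a set limit, fluorescence ratio 0.5 to 1.5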;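 note: 0% = enzyme with DMSO and 100% = no enzyme wells; some results filed as inactive read as strong as hits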
# Target sequence (Q9P0U3 419-644 limits assumed): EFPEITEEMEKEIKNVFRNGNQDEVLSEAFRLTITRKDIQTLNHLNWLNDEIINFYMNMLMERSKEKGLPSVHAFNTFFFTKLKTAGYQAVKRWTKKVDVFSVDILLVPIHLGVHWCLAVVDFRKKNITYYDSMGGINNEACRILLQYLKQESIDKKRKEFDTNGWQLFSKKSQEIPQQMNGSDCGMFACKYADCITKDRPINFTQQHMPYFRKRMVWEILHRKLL
#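 material = recombinant human SENP1 catalytic domain, His6-tagged | quantity = 20 pM enzyme | reagent = 25 nM SUMO1 FRET substrate | compound dosing = 10 µM single point, 0.5% DMSO | timing = 50 min enzyme reaction, room temperature, light-protected | detection = FRET, CFP and YFP emission | control set = no-enzyme low, enzyme-DMSO high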
# Apaf-1 inh: inhibitors of human Apaf-1 apoptosome, primary screen, biochemical, DEVD-Rh110 fluorescence, uHTS; Apoptotic protease-activating factor 1 (Homo sapiens), O14727; reconstituted apoptosome caspase-3 activity; inhibition, % at 20 µM; actives 0.71% (n = 330,000); active = inhibition of at least 40% at 20 µM;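 note: plate controls were DMSO wells for no effect and DEVD-CHO caspase inhibitor wells for full effect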
#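 Material: cell-free apoptosome with Apaf-1, procaspase-3 and caspase-9; Buffer or medium: Hepes pH 7.5 with detergent and BSA; Reagent: cytochrome c trigger plus (Z-DEVD)2-Rh110 caspase-3 substrate; Times: compound with Apaf-1, dATP, procaspase-3 30 min, then 50 min reaction, room temperature; Technique: Rh110 fluorescence intensity.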
# HKDC1 inh: HKDC1 hexokinase inhibitors, primary screen, biochemical, fluorescence, uHTS; Q2TB90; recombinant HKDC1, G6PDH/diaphorase resazurin coupled fluorescence; inhibition, % at 20 µM; actives 0.16% (n = 340,000);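 active = inhibition above about 35% when tested at 20 µM, limit read from the data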;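 note: plate controls were DMSO wells with enzyme for no effect and DMSO wells lacking enzyme for full effect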
#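 Assay system – recombinant HKDC1 (HK5) hexokinase enzyme, produced in-house · Input – HKDC1 at 5 µg/mL · Reagent – glucose plus 1 mM ATP as hexokinase substrates · Timing – 90 min reaction incubation at room temperature, dark · Measured by – G6PDH/diaphorase-coupled fluorescence, 1 mM NADP, 100 µM resazurin, 525/613 nm · Benchmarks – DMSO-enzyme wells negative, buffer-substituted wells positive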
# PfGluPho inh: PfG6PD enzyme inhibitors, primary screen, biochemical, fluorescence intensity, uHTS; glucose-6-phosphate dehydrogenase-6-phosphogluconolactonase (Plasmodium falciparum 3D7); PfGluPho enzyme, NADPH resazurin-diaphorase fluorescence; inhibition, % at 20 µM; actives 0.78% (n = 350,000); AID 504690, 2011;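 active = inhibition reaching at least a set limit at 20 µM in the primary screen, cut at about 59% in these data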;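 note: 0% = DMSO wells with substrate and 100% = DMSO wells lacking glucose-6-phosphate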
# SENP8 block-1: human SENP8 protease inhibitors, primary screen, biochemical, fluorescence, Nedd8 protein substrate, uHTS | recombinant SENP8 | Sentrin-specific protease 8 (Homo sapiens), Q96LD8 | AID 602440, 2012 | inhibition, % at 20 µM | actives 0.64% (n = 360,000); in the data active = inhibition mostly above about 40%, no sharp cut-off; inactive = mostly below about 27%
# Target sequence (Q96LD8 whole entry, looked up): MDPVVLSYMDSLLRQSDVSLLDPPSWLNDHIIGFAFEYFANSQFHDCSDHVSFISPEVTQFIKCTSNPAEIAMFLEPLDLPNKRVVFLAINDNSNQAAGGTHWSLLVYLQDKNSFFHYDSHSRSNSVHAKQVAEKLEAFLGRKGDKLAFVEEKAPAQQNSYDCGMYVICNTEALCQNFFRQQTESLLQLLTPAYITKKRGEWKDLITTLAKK
# SENP8 block-2: SENP8 protease inhibitors, primary screen, biochemical, luminescence; Sentrin-specific protease 8 (Homo sapiens), Q96LD8; purified SENP8, Z-RLRGG-aminoluciferin cleavage; inhibition, % at 10 µM; actives 1.2% (n = 330,000); AID 2540, 2010; in the data active = inhibition above about 50%
# SENP7 block: SENP7 protease inhibitors, primary screen, biochemical, luminescence, uHTS. inhibition, % at 5 µM. AID 434973, 2010. recombinant SENP7, Z-RLRGG-aminoluciferin luminescence, 40 min. Sentrin-specific protease 7 (Homo sapiens), Q9BQF6. actives 1.5% (n = 330,000);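 active = inhibition above about 50% at the single test dose, limit read from the data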;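 note: plate controls were DMSO with enzyme for no effect and no enzyme buffer wells for full effect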
# Target sequence (Q9BQF6 706-1050 limits assumed): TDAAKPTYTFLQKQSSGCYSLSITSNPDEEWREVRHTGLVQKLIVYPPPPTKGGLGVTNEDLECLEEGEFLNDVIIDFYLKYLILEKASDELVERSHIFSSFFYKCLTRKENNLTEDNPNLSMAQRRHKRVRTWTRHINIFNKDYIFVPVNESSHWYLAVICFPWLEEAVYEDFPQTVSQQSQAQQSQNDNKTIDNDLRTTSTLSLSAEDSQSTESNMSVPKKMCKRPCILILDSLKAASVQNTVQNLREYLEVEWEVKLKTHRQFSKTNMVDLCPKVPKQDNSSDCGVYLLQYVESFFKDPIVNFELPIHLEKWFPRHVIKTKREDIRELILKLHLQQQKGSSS
# NALP3 yeast inh: NALP3 inflammasome inhibitors in reconstituted yeast, primary screen, luminescence, uHTS; AID 2825, 2010; inhibition, % at 10 µM; actives 0.39% (n = 330,000); Yeast reconstituted NLRP3/ASC/caspase-1, beta-gal luminescence, 24 h;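 active = inhibition of 50% or more; inactive = inhibition below 50%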;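 note: plate controls were induced DMSO wells for no effect and uninduced yeast grown without galactose for full effect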
# Active calls of the source: *; / = no result given.
smiles	SENP8 block-1	SENP1 inh	Apaf-1 inh	SENP6 block	SENP7 block	HKDC1 inh	PfGluPho inh	NALP3 yeast inh	SENP8 block-2
CCc1ccccc1NC(=O)CN(C)C(=O)c1cc(C2CC2)nn1-c1ccccc1	4	2	15	-13	-3	-5	-11	8	-7
CC(=O)c1cccc(NC(=O)CSc2nc3ccccc3c(=O)n2CCCN2CCOCC2)c1	12	0	0	4	1	-8	9	-1	0
CCN1C(=O)c2ccccc2Sc2ccc(C(=O)NCCC(C)C)cc21	16	-1	14	-19	0	1	-6	7	-1
CCC(CC)c1nnc(NC(=O)c2ccc3c(c2)OCO3)s1	-1	2	7	14	2	-4	55	-1	0
CC(C)CCNC(=O)C(CC(C)C)N(Cc1ccc2c(c1)OCO2)C(=O)c1snc(C(N)=O)c1N (stereo not drawn)	-468	-10	-4	-15	7	0	27	3	4
COc1ccc(-c2nnc(SCC(=O)c3cc(C)n(Cc4cccs4)c3C)o2)cc1	0	-1	4	0	8	-4	-18	3	3
Cc1ccc(C(=O)C2CCN(CC(=O)NC3CCCC3)CC2)cc1	11	-3	7	-21	4	-6	-4	18	5
CCOC(=O)c1c(C)nc(C)c(C(=O)OCC)c1-c1cccc(N)c1	12	0	10	24	4	-2	-13	-10	5
CCOC(=O)C1=C(CS(=O)(=O)c2ccc(C)c(C)c2)NC(=O)NC1c1ccc(O)cc1 (stereo not drawn)	5	-1	0	-12	3	-4	0	28	-6
CC(OC(=O)Cc1ccsc1)C(=O)Nc1ccc(Cl)cn1 (stereo not drawn)	6	6	0	-17	2	-5	9	13	3
Cc1n[nH]c(C)c1S(=O)(=O)N1CCCC(C(=O)NCC2COc3ccccc3O2)C1 (stereo not drawn)	29	-1	9	-10	-1	-4	3	10	-2
CCOC(=O)C1CCN(C(=O)CCn2c(=O)c3cccn3c3cccnc32)CC1	-29	0	5	-1	2	4	11	-3	5
COc1ccc(N2CCN(C(=O)Cn3c(=O)[nH]c4ccsc4c3=O)CC2)cc1	15	-2	6	-3	4	-2	-5	10	4
O=C(CSc1ccc(Br)cc1)Nc1ccccc1Oc1ccccc1	50*	3	13	-19	0	5	-12	1	-4
Nn1cc(-c2ccccc2)nc1SCC(=O)NCCc1ccccc1	19	2	-13	-2	2	1	-4	5	2
O=C(CSc1nc2[nH]ncc2c(=O)[nH]1)N1CCCCC1	-10	4	/	/	/	-9	-3	/	/
CS(=O)(=O)c1ccc(NC(=O)CCCc2nc3ccccc3c(=O)[nH]2)cc1	54*	-1	-1	3	-9	-5	-9	-9	-6
CCOc1ccccc1NC(=O)NCc1ccccn1	-1	4	3	10	-5	-9	-9	5	1
CCN(CC)C1CCN(C(=O)c2cc(COc3ccc(-n4cncn4)cc3)on2)C1 (stereo not drawn)	-1	-1	2	-9	-9	0	-22	23	-9
Cc1cc2c(NC(=O)CC(C)(C)CC(=O)O)cccc2nn1	44*	4	31	10	9	15	31	13	5
CCS(=O)(=O)Nc1ccc2c(c1)N(C(C)=O)c1ccccc1CC2	-7	2	-7	4	-4	1	-6	13	-1
CCc1ccnc(NC(=O)Nc2ccc(OCc3ccccc3)cc2)c1	10	1	6	1	9	-5	-7	10	11
C[C@@H]1COC(=O)[C@@H](Cc2ccc(F)cc2)C/C=C\C[C@@H](CC(=O)N[C@H](CO)Cc2ccccc2)C(=O)N1	11	3	6	-11	-6	1	-10	8	-8
COc1ccccc1NC(=O)Nc1nc(C(C)(C)C)cs1	5	2	14	0	1	-3	31	20	-2
CN1C/C(=C/c2ccsc2)C(=O)/C(=C/c2ccsc2)C1	15	-5	5	-3	0	1	12	63*	-4
N#Cc1c(-c2ccccc2)cc(C2CC2)nc1SCC(=O)O	-2	-1	7	-8	-6	3	22	9	-10
O=S1(=O)C[C@@H](O)[C@@H](Nc2ccc(Cl)cc2)C1	3	2	-10	-3	2	0	7	3	2
Cc1c(C(=O)Nc2cc(S(=O)(=O)N3CCOCC3)ccc2N2CCN(C)CC2)oc2ccccc12	-29	1	18	23	7	0	11	11	3
Cc1nnc(SCC(=O)N(C)C2CCCCC2)s1	-5	2	-2	-2	-1	-7	-5	9	0
c1ccc(-c2nnc(N3CCN(c4ccccc4)CC3)nc2-c2ccccc2)cc1	20	1	1	1	-4	-1	17	3	9
Cc1ccccc1NC(=O)CC1SC(=O)N(c2ccccc2)C1=O (stereo not drawn)	55*	8	-4	-1	8	6	28	8	-8
CC1CCN(CCn2c(=S)[nH]c3ccccc3c2=O)CC1	2	0	-11	4	15	-5	1	19	-5
CC12CCC(=O)N1C(C(=O)NCCN1C(=O)S/C(=C\c3ccccc3Cl)C1=O)CS2 (stereo not drawn)	3	3	-2	-3	-4	2	7	13	6
O=C(NC1=NCCS1)c1ccccc1Cl	17	-1	-8	-8	-6	0	-10	20	0
CC(C)c1ccc2[nH]c3nc(SCC(=O)NC4CC4)nnc3c2c1	-5	-16	8	-23	-3	-5	-4	9	-10
Cc1cc(Nc2ccccc2)nc2cc(O)ccc12	-426	-112	12	-17	3	0	43	70*	-13
CCC(=O)N(Cc1cc2ccccc2[nH]c1=O)c1ccccc1OC	-14	-1	0	12	0	-1	-12	3	2
CC1(C)N=C(SCC(=O)Nc2ccc(Cl)cc2Cl)C(c2ccccc2)=N1	-11	1	18	-5	-2	1	-5	23	1
O=C(CSc1nc(-c2ccccc2)cc(C(F)(F)F)n1)NCc1ccco1	12	2	8	-1	10	-8	-5	30	-7
CCCc1n(CC(O)COCc2ccccc2)c2ccccc2[n+]1C (stereo not drawn)	4	2	-6	-18	-1	-7	-2	23	-4
C#CCSc1nc2sc3c(c2c(=O)n1C)CCC3	9	3	10	7	-5	-1	-4	-4	-5
Cc1ccc(NC(=O)COn2nnc3ccc(S(=O)(=O)N(C)C)cc32)cc1F	11	4	5	6	-3	-1	5	21	-3
Cc1c(/C(O)=C2\C(=O)C(=O)N(CCN(C)C)C2c2cccnc2)cnn1-c1ccccc1 (stereo not drawn)	8	1	-2	7	-1	5	-19	1	-1
Cc1[nH]nc(-c2ccc(OCc3cnn(-c4ccccc4)c3)c(C)c2O)c1Oc1ccccc1	18	3	-3	4	1	1	-3	-3	-1
CN(C)CCCN(C(=O)c1cccs1)c1nc(-c2ccccc2)cs1	26	-1	11	13	13	-4	18	13	-4
Cc1cc(C(=O)NCC(=O)OCC(=O)Nc2ccc(OC(F)F)cc2)ccc1[N+](=O)[O-]	10	0	3	1	3	-6	-1	6	-2
COc1ccc(-c2nc(SCC(=O)NC3CCCCC3)n[nH]2)cc1	7	2	5	-8	-8	-4	20	12	-11
CC(C)(C)C(=O)Nc1nnc(SCC(=O)Nc2ccc3c(c2)OCO3)s1	20	-2	1	7	-3	-4	-10	14	-3
CCOC(=O)c1c(-c2ccc(OC)cc2)nc2nonc2c1N	-180	-10	3	-14	-2	-17	-13	8	-4
CCCCC(=O)Nc1nc(C)c(C(C)=O)s1	4	4	4	-2	4	2	-10	16	13
COc1cccc(N=Nc2c(N)[nH]n3c(=O)cc(-c4ccccc4)nc23)c1	65*	1	37	23	12	-5	1	17	16
COC(=O)c1ccn(-c2nc(-c3ccco3)cc(C(F)(F)F)n2)n1	-325	0	7	3	4	1	2	26	2
COc1ccc(NS(=O)(=O)c2ccc3oc(SC(C)C(N)=O)nc3c2)cc1 (stereo not drawn)	16	3	-3	-10	-4	2	-4	11	-10
CCN1C/C(=N\S(=O)(=O)/N=C2\CN(CC)C(=O)N2CC)N(CC)C1=O	20	-2	-14	-14	2	-7	0	11	3
CC(=O)c1cccc(NC(=O)N2CCCC(C(=O)c3cc(F)ccc3F)C2)c1 (stereo not drawn)	8	1	-2	11	-5	-1	17	14	-4
Cc1ccc[n+](-c2nc3ccccc3nc2[N-]S(=O)(=O)c2ccccc2)c1	9	-8	-13	-34	4	1	-1	5	-6
CC(=O)c1c(C)[nH]c(C(=O)Nc2ccc(S(=O)(=O)N(C)C)cc2)c1C	-38	2	2	3	6	-2	10	-1	-12
O=C(c1cc(F)c(F)cc1Cl)N1CCCc2ccccc21	24	1	8	-11	-12	-4	-8	38	-9
COC(=O)c1sc2ccccc2c1-n1cccc1C(=O)C(=O)Nc1ccc(F)cc1	13	9	15	-11	7	-1	0	16	-1
CCOc1ccc(N2C(=O)CC(Sc3nnnn3-c3ccccc3)C2=O)cc1 (stereo not drawn)	4	0	/	/	/	-11	34	/	/

# Other compounds
smiles	SENP8 block-1	SENP1 inh	Apaf-1 inh	SENP6 block	SENP7 block	HKDC1 inh	PfGluPho inh	NALP3 yeast inh	SENP8 block-2
Cn1c(CSCc2ccc(Cl)cc2Cl)n[nH]c1=S	5	2	14	16	-4	-3	15	23	-3
Cc1ccc(NS(=O)(=O)c2cccc(C(=O)NN3CCOCC3)c2)cc1	/	/	6	6	-10	/	/	-14	-15
Cc1ccc(S(=O)(=O)/N=C(\c2ccc(Cl)cc2)N2CCOCC2)cc1	16	-2	4	2	0	-2	2	15	-8
O=CN1CCCN(C(=O)CC2C(=O)NCCN2Cc2cccc(Oc3ccccc3)c2)CC1 (stereo not drawn)	-20	-6	15	2	7	5	-9	1	-6
COc1ccccc1/C=N/NC(=O)c1ccc(-c2ccccc2)cc1	-112	0	-1	-8	14	6	2	-9	-25
